# Bioassay records from PubChem BioAssay.
# T cell HTS – modulators of CD8 T cell-vesicle binding, primary screen, mouse 2C CD8+ T cells, flow cytometry. 2C CD8+ T cell-vesicle binding; stronger effect = lower value. calls only at 7 µM. 0.068% of 330,000 active. AID 2052, 2009;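 active = response, share of CD8 T cells binding vesicles, and their 90th percentile fluorescence all below set limits, cut at about 80% in these data, passing the limit was not always enough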
#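 incubation = binding step 1.5 h, 37 °C, antibody labelling 20 min, ice | test system = 2C mouse CD8+ T cells | read-out basis = percent CD8+ FL2 mean versus row control | controls = Peptide-free naked vesicles (low) and QL9 vesicles with 0.7% DMSO vehicle (high) | detection = flow cytometry of vesicle-bound cells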
# RSV CPE inhibition – RSV antiviral activity via CPE protection, HEp-2 cells, primary 10 µM value included (AID 2391); CPE inhibition, % at 10 µM; hits with a dose series show IC50 in µM; HEp-2 cells, RSV-induced CPE inhibition; higher % means a stronger effect; 0.13% of 310,000 active; in the data active = a potency from the dose series; inconclusive = CPE inhibition mostly from about 23% at the one dose, without a potency; inactive = the rest, 99 in 100 with CPE inhibition below about 21%; also: strong numbers were not always called active
# K1F lysis inhibition – inhibition of K1F phage lysis, E. coli UTI89, bacterial capsule biogenesis inhibitors, alamar blue (AID 488966). inhibition, % at 100 µM; hits with a dose series show IC50 in µM. 0.02% of 340,000 active. E. coli UTI89 K1F phage lysis, alamar blue, 2 h; higher % means a stronger effect;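 active = phage lysis inhibition, versus mean bacterial control, above a set limit; inconclusive = no clear call, values can overlap the other calls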;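 also: capsule biogenesis inhibitors block K1F phage lysis so surviving cells raise fluorescence; higher fluorescence means more inhibition of phage lysis; actives were called in the ten point dose series up to 300 µM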
# T cell HTS vesicle-bound % – recorded beside T cell HTS, whose call it bears; double positive events, %; measured here: CD8+ vesicle-bound cell fraction;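 binding gate set so that unloaded-vesicle control wells show 10% double positive cells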
# An asterisk follows results filed as active; i = inactive; u = inconclusive; [ ] = dose if it differs, or a comment. These rows are one share of the data (hit frequency here may not be typical).
SMILES	RSV CPE inhibition	T cell HTS	T cell HTS vesicle-bound %	K1F lysis inhibition
COc1ccc(NS(=O)(=O)c2cccc(C(=O)NCC(c3ccc(OC)cc3)N3CCCC3)c2)cc1 (stereo not given)	-2.6%	i	22	1.2%[50 µM]
CCN(CC(=O)Nc1ccccc1C(F)(F)F)C(=O)CSCc1ccc(C)cc1	-0.3%	i	35	0.8%[50 µM]
CC(=O)Nc1cccc(NC(=O)CSc2nc(=O)n(Cc3ccccn3)c3c2CCC3)c1	1.8%	i	51	1.3%[50 µM]
O=C(NCC(c1cccs1)N1CCOCC1)c1cc(=O)[nH]c2ccccc12 (stereo not given)	0.4%	i	43	1.0%[50 µM]
COCCn1c(SC(C)C(=O)NC2CCCCC2C)nc2ccccc2c1=O (stereo not given)	-0.5%	i	29	0.5%[50 µM]
Cc1noc(C)c1CSCC(=O)Nc1ccccc1N1CCCCC1	3.4%	i	40	-2.0%
CCc1ccc(C(=O)CN2C(=O)NC3(CCOc4ccccc43)C2=O)s1 (stereo not given)	0.8%	i	38	-0.2%[50 µM]
C[C@@]12C(=O)N(CC3CCCO3)CC(=O)N1[C@H]1c3ccccc3OC[C@@H]1[C@@H]2c1ccccc1 (stereo not given in full)	-0.5%	i	29	-0.1%
COC(=O)c1sccc1NC(=O)c1cccc(F)c1	1.2%	i	36	0.2%
CN(C)C(=O)c1ccc(NC(=O)CSc2nnc(-c3cccs3)n2N)cc1	1.3%	i	66	0.4%[50 µM]
CC1(C)CC(=O)C=C(c2ccc(OC(F)(F)F)cc2)C1	0.7%	i	44	1.9%
O=C(/C=C/c1ccccc1Cl)NNC(=O)c1ccncc1	-0.2%	i	27	0.9%[50 µM]
O=C(NNC(=O)c1cc(Cl)ccc1[N+](=O)[O-])c1csc(N2CCOCC2)n1	-0.7%	i	36	1.1%[50 µM]
Cc1cc(C)c2nc(SCC(=O)Nc3ccccc3N3CCOCC3)c(C#N)cc2c1	7.4%	i	17	-0.3%
CCCCN(C(=O)c1cccc(S(=O)(=O)N2CCN(C)CC2)c1)c1c(N)n(CCCC)c(=O)[nH]c1=O	-2.1%	i	16	0.4%[50 µM]
O=C(NNC(=O)c1cc(Cl)ccc1O)c1cccc(S(=O)(=O)N2CCOCC2)c1	-1.4%	i	40	1.6%[50 µM]
Cc1csc(CNc2ncnc3ccc(-c4ccc5c(c4)OCCO5)cc23)c1	1.6%	i	30	-0.6%
COc1ccc([C@H]2CC(=O)C=C(c3cccc(OC(F)(F)F)c3)C2)cc1	-0.1%	i	16	-0.3%
O=C(Nc1nc(-c2cc(F)ccc2F)cs1)C1=COCCO1	13%	i	38	-0.4%[50 µM]
COc1ccc(CNC(=O)CN2C(=O)NC(Cc3ccccc3)(c3ccccc3)C2=O)cc1OC (stereo not given)	1.0%	i	39	0.5%[50 µM]

# Reprinted from above (four entries):
SMILES	RSV CPE inhibition	T cell HTS	T cell HTS vesicle-bound %	K1F lysis inhibition
Cc1csc(CNc2ncnc3ccc(-c4ccc5c(c4)OCCO5)cc23)c1	1.6%	i	30	-0.6%
COc1ccc([C@H]2CC(=O)C=C(c3cccc(OC(F)(F)F)c3)C2)cc1	-0.1%	i	16	-0.3%
O=C(Nc1nc(-c2cc(F)ccc2F)cs1)C1=COCCO1	13%	i	38	-0.4%[50 µM]
COc1ccc(CNC(=O)CN2C(=O)NC(Cc3ccccc3)(c3ccccc3)C2=O)cc1OC (stereo not given)	1.0%	i	39	0.5%[50 µM]

# Later entries.
SMILES	RSV CPE inhibition	T cell HTS	T cell HTS vesicle-bound %	K1F lysis inhibition
CN(CC(=O)Nc1ccc(F)cc1)C(=O)COC(=O)/C=C/c1ccccc1[N+](=O)[O-]	-0.3%	i	30	0.4%[50 µM]
O=C(COC(=O)CSc1ccccc1)NCCNC(=O)COC(=O)CSc1ccccc1	-2.1%	i	27	1.3%[50 µM]
CC(=O)Nc1ccc(S(=O)(=O)NCCC(=O)Nc2ncccc2C)cc1	-1.9%	i	60	0.5%[50 µM]
CC(C)n1cnnc1SCC(=O)NCC(=O)Nc1ccc(F)cc1	0.2%	i	43	0.4%[50 µM]
Cc1csc(NC(=O)CSC2=NS(=O)(=O)c3ccccc3N2)n1	-1.8%	i	51	0.9%[50 µM]
COc1ccc(S(=O)(=O)N2CCOCC2)cc1NC(=O)C1CCCN1C(=O)c1cccs1 (stereo not given)	0.3%	i	10	0.2%[50 µM]
COc1cccc(CN(C)C(=O)CNC(=O)c2cccs2)c1OC	-0.6%	i	21	0.8%[50 µM]
CCN(C(=O)CN1C(=O)NC(c2ccccc2)(c2ccc(C)c(C)c2)C1=O)C1CCS(=O)(=O)C1 (stereo not given)	1.2%	i	34	0.4%
Cc1cccc(C(=O)NCC(=O)Nc2ccncc2)c1	-1.1%	i	43	1.4%[50 µM]
CC(=O)N1CCC(CCCC2CCN(C(C)=O)CC2)CC1	-0.1%	i	48	-0.9%
CCOc1ccc(S(=O)(=O)NCCC(=O)N2CCCC(C)C2)cc1 (stereo not given)	1.4%	i	36	1.2%[50 µM]
Cc1ccc(S(=O)(=O)NCc2ccccc2)cc1C(=O)NCC(C)(C)N1CCOCC1	-0.8%	i	30	1.2%[50 µM]
COc1cccc(CNC(=O)CCc2nc3cc(S(=O)(=O)N4CCOCC4)ccc3n2C)c1	1.0%	i	39	1.1%[50 µM]
O=C(COC(=O)CNC(=O)c1ccc(Cl)cc1Cl)NC(=O)NCc1ccccc1	-0.7%	i	49	-1.0%
Cn1cccc1C(=O)OCc1cc(-c2ccco2)on1	-0.3%	i	37	0.7%[50 µM]
Cc1ccccc1-c1cc(C(=O)O)nn1CC1CC(c2cccc([N+](=O)[O-])c2)=NO1 (stereo not given)	3.5%	i	59	0.3%
CCCCn1c(N)c(N(Cc2ccccc2OC)C(=O)c2cc(CC)c(C)s2)c(=O)[nH]c1=O	0.2%	i	42	0.1%[50 µM]
COc1ccc(Cl)cc1NC(=O)CN(C)C(=O)Cc1n[nH]c(=O)c2ccccc12	0.7%	i	35	-1.9%
CCCCN(C(=O)/C=C/c1ccc(OC)cc1)C1CCS(=O)(=O)C1 (stereo not given)	-1.2%	i	24	1.3%[50 µM]
CCOC(=O)C1=C(COC(=O)c2ccc(OC(C)C)cc2)NC(=O)NC1C (stereo not given)	0.7%	i	40	0.6%[50 µM]
O=C(COC(=O)C1=COCCO1)Nc1ncc(Cl)cc1Cl	-0.5%	i	39	1.7%[50 µM]
CCCCn1c(N)c(N(CCOC)C(=O)COC(=O)c2cc(CCC)c(C)s2)c(=O)[nH]c1=O	-0.1%	i	57	1.0%[50 µM]
COC(=O)c1ccccc1S(=O)(=O)N1CCC(C(=O)OCC(=O)NC2CCCCC2C)CC1 (stereo not given)	1.5%	i	44	-0.3%
CCN(CC(=O)Nc1ccccc1C(F)(F)F)CC(=O)NC1CC1	-0.6%	i	35	0.2%[50 µM]
Cc1ccn2c(=O)nc(SCC(=O)NCc3ccco3)nc2c1	-1.3%	i	6	0.2%[50 µM]
COc1cccc(NC(=O)CSc2nc(=O)n(Cc3ccncc3)c3c2CCCC3)c1	-1.3%	i	44	0.9%[50 µM]
N#Cc1ccccc1S(=O)(=O)N1CCN(CC(O)CN2CCOCC2)CC1 (stereo not given)	0.3%	i	44	0.2%[50 µM]
O=C(CS(=O)(=O)c1ccc(F)cc1)NCc1ccccc1	-2.5%	i	54	1.1%[50 µM]
CCOc1ccccc1OCCCC(=O)ON=C(N)c1ccccc1	0.3%	i	36	-0.2%
Cc1ccc(S(=O)(=O)N2CCN(C)CC2c2ccccc2)cc1 (stereo not given)	0.5%	i	23	0.5%[50 µM]
Cc1ccc(C)c(C(=O)CCC(=O)N2CCN(c3cccc(C(F)(F)F)c3)CC2)c1	2.3%	i	16	0.1%[50 µM]
Cc1cc(C)cc(NC(=O)COC(=O)c2ccc(CN3CCCC3=O)cc2)c1	0.3%	i	8	0.8%[50 µM]
O=C(NCC(c1ccc(F)cc1)N1CCOCC1)c1ccco1 (stereo not given)	-0.2%	i	54	1.6%[50 µM]
COc1ccc(CC(=O)OC(C)C(=O)Nc2ccc(S(N)(=O)=O)cc2)cc1 (stereo not given)	-0.2%	i	41	1.7%[50 µM]
COc1ccc(S(=O)(=O)N2CCCCCC2)cc1C(=O)NCCOc1ccc(C)cc1	u	i	55	-1.4%
CCN(c1ccccc1)S(=O)(=O)c1ccc(C(=O)NNC(=O)c2ccccc2F)cc1	0.8%	i	37	1.8%[50 µM]
CN(C)S(=O)(=O)c1ccc(NC(=O)CN2CCCC2c2ccc3c(c2)OCCCO3)cc1 (stereo not given)	0.8%	i	36	-0.2%[50 µM]
CCCCn1c(N)c(N(CC(C)C)C(=O)c2ccc(-c3ccc(C(C)=O)cc3)o2)c(=O)[nH]c1=O	-1.2%	i	8	-1.6%
CCN(C(=O)COC(=O)C1CCN(S(=O)(=O)c2ccc3c(c2)OCCO3)CC1)C1CCCCC1	-1.6%	i	17	0.2%[50 µM]
COc1ccc(COC(=O)CCNC(=O)c2ccc(Cl)cc2)cc1	-1.9%	i	20	1.0%[50 µM]
CCN(C(=O)COC(=O)c1cnc(C)cn1)c1c(N)n(Cc2ccccc2)c(=O)[nH]c1=O	0.5%	i	38	0.9%[50 µM]
Cc1ccc(OCCC(=O)Nc2ccc(S(=O)(=O)Nc3cc(C)nc(C)n3)cc2)cc1	0.8%	i	35	1.7%[50 µM]
O=C(COC(=O)c1ccc(C(F)(F)F)cc1)NC(=O)NC1CCCC1	3.8%	i	33	0.8%[50 µM]
O=C(COc1ccc(C(=O)NCCN2CCOCC2)cc1)Nc1cccc(C(F)(F)F)c1	-0.8%	i	38	0.9%[50 µM]
O=C(NCCCNC(=O)c1c(Cl)cccc1Cl)c1c(Cl)cccc1Cl	1.7%	i	31	0.4%
COc1ccccc1CNC(=O)COC(=O)c1ccccc1-c1ccccc1	u	i	24	0.5%[50 µM]
Cc1ccc(-c2csc3ncn(CC(=O)NCC(c4ccco4)N4CCCC4)c(=O)c23)cc1 (stereo not given)	0.3%	i	38	0.3%[50 µM]
CC(=O)Nc1ccc(C(=O)OCC(=O)N2CCN(C(=O)c3ccco3)CC2)cc1	0.5%	i	15	-1.1%
Cc1cccc(S(=O)(=O)Nc2ccc(-n3c(C)nc4ccccc4c3=O)cc2)c1	4.7%	i	55	-0.3%[50 µM]
Cc1cc(C(=O)NNC(=O)CCCOc2ccccc2)c(C)o1	-0.7%	i	24	0.8%[50 µM]
COc1cc(C(=O)OCCc2cc3ccccc3c(=O)o2)cc(OC)c1OC	1.7%	i	26	0.3%
Cc1ccc(S(=O)(=O)NCCC(=O)OCC(=O)Nc2cccc(Cl)c2)cc1	1.0%	i	27	-0.4%[50 µM]
Cc1noc(C)c1COc1cccc(C(=O)N(C)Cc2cccs2)c1	1.2%	i	34	0.8%[50 µM]
Cc1ccn2c(=O)c(NC(=O)c3ccc(Br)o3)c(C)nc2c1	-1.9%	i	57	0.0%[50 µM]
CCOc1ccc(S(=O)(=O)N2CCCCC2)cc1NC(=O)CN1C(=O)NC(C)(C2CC2)C1=O (stereo not given)	2.3%	i	16	-0.5%[50 µM]
CCOC(=O)c1sc(NC(=O)C2CC(=O)N(c3ccc4c(c3)OCCO4)C2)nc1C (stereo not given)	0.5%	i	29	-0.2%[50 µM]
COc1ccc(CN(C)C(=O)Cc2ccc(S(=O)(=O)N3CCOCC3)s2)cc1OC	1.1%	i	43	0.8%[50 µM]
COc1ccc(C(=O)NCCC2=CCCCC2)cc1S(=O)(=O)N1CCOCC1	-0.5%	i	53	0.0%[50 µM]
O=C1c2ccccc2C(=O)N1CCC#Cc1ccc2cc(CCO)oc(=O)c2c1	0.0%	i	36	3.3%
COC(=O)c1ccc(NC(=O)CSc2nc3[nH]ncc3c(=O)[nH]2)cc1	0.5%	i	15	0.9%[50 µM]

# The results go on.
SMILES	RSV CPE inhibition	T cell HTS	T cell HTS vesicle-bound %	K1F lysis inhibition
O=C1CCc2cc(NS(=O)(=O)c3ccc(Br)cc3)cc3c2N1CC3	-2.5%	i	48	-0.4%[50 µM]
Cc1ccc(S(=O)(=O)N2CCOCC2)cc1C(=O)Nc1ccncc1	0.2%	i	45	0.4%[50 µM]
O=C(NCC(c1ccco1)N1CCOCC1)c1cccc(Cl)c1 (stereo not given)	-0.9%	i	31	0.0%[50 µM]
CC(=O)c1ccc(NC(=O)CSc2ccc(-c3ccc(-n4cccn4)cc3)nn2)cc1	-0.4%	i	54	0.5%[50 µM]
